Assay outcomes as filed in PubChem BioAssay.
TbHK1 inh: Trypanosoma brucei hexokinase 1 inhibitors, primary screen, biochemical, G6PDH-coupled NADH absorbance, MLSCN library; recombinant TbHK1, G6PDH-coupled NADH A340; inhibition, % at 10 µM; actives 0.11% (n = 220,000); AID 1430, 2008;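 active = inhibition of 50% or more in the single-dose primary screen; inactive = inhibition below 50%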
TRPML3 ag: human TRPML3 channel agonists, primary screen, cell-based, HEK293 TRPML3-YFP, Fluo-8 calcium fluorescence, 3 µM; 100% = the carbachol control signal; Mucolipin-3 (Homo sapiens), Q8TDD5; actives 0.29% (n = 220,000); activation, % at 3 µM;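 active = activation above its plate's cutoff, the mean activation of the plate's test wells plus 3 SD, cut at about 12% in these data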;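 also: 0% = DMSO only wells and 100% = carbachol wells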
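Material: TRPML3-YFP stable HEK293 cells | Dosing: One concentration, 3 µM nominal, 0.3% DMSO | Timing: 125 s total fluorescence read per well | Technique: Fluo-8 calcium dye fluorescence, ex 470-495, em 515-575 nm | Measure: Percent activation from peak-to-basal fluorescence ratio, scaled between DMSO and carbachol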
zfTRPN1 agonist: zebrafish TRPN1 channel agonists, primary screen, cell-based, HEK293, calcium fluorescence | activation, % at 3 µM | actives 0.18% (n = 220,000) | transient receptor potential cation channel N1 (TRPN1/NompC), Danio rerio | HEK293 zebrafish TRPN1-YFP, Fluo-8 calcium fluorescence; 100% = response to 87 µM carbachol | AID 1424, 2008;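 active = activation above its plate's cutoff, the mean activation of test wells on that plate plus 3 SD, cut at about 19% in these data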;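 also: 0% = DMSO alone and 100% = 87 µM carbachol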
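Material: zebrafish TRPN1-YFP in HEK293 cells. Doses: one dose of 3 µM, 0.3% DMSO. Incubation: dye 1 h 37 °C plus 30 min RT. Measured by: intracellular calcium fluorescence with Fluo-8.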
EBV gp42 block: Epstein-Barr virus gp42 inhibitors, primary screen, biochemical, uHTS, fluorescence polarization. Glycoprotein 42 (Epstein-Barr virus (strain AG876)), Q1HVG2. Fluorescence polarization binding assay, mP read-out. inhibition, % (tested at 21.74 µM). actives 0.42% (n = 220,000); in the data active = inhibition above about 50%
Target sequence (Q1HVG2 whole entry, looked up): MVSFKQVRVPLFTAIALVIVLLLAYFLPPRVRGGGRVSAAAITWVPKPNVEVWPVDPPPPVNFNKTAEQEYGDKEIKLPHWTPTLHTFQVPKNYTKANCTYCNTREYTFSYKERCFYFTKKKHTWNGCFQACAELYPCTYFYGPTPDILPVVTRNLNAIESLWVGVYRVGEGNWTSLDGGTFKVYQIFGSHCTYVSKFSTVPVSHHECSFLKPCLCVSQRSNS
m-calpain inh: inhibitors of pig calpain II, primary screen, biochemical, fluorogenic peptide substrate, 1536-well. purified calpain II, 30 min. inhibition, % at 16 µM. actives 0.37% (n = 220,000);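 active = inhibition above about 50%, limit read from the data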
KCC2 mod: KCC2 cotransporter modulators, thallium flux, primary screen, cell-based, HEK293 KCC2, FluoZin-2 fluorescence, MLSMR; B-score of Tl+ flux slope (higher = more flux/activation; lower = inhibition) at 10 µM; actives 2.2% (n = 190,000); KCC2 cells, thallium flux FluoZin-2 fluorescence; Solute carrier family 12 member 5 (Homo sapiens), Q9H2X9;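 active = thallium flux slope and its plate-corrected score both differing from the plate sample mean at a set confidence after two filtering rounds, in either direction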;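 also: slope of fluorescence scaled to starting intensity during 10 to 20 s after thallium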
thrombin 1536: human alpha-thrombin inhibitors, primary screen, counter-screen for coagulation protease inhibitor project, biochemical, 1536-well, fluorogenic AMC substrate. Boc-VPR-AMC fluorogenic substrate cleavage. Prothrombin (Homo sapiens), P00734. inhibition, % at 5 µM. actives 0.26% (n = 220,000);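 active = inhibition at or above 40%; inactive = inhibition below 40%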;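 also: 0% = enzyme with no compound and 100% = wells without enzyme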
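Material: human alpha-thrombin protein; Also added: Boc-VPR-AMC substrate, 15 µM final; Timing: enzyme reaction carried out at room temperature; Signal: fluorescence, ex 355 nm, em 460 nm; Measure: % inhibition of thrombin; Controls: enzyme without compound as high, wells lacking enzyme as low.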
PPC-1+TRAIL kill: compounds killing PPC-1 cancer cells with TRAIL present, primary screen, TRAIL potentiator project, ATPLite luminescence, uHTS; PPC-1 cells + TRAIL, ATPLite viability luminescence; cell killing (% activity), % at 4 µM; actives 0.41% (n = 220,000); AID 1443, 2008;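 active = cell killing above 50% in the first pass at 4 µM, then a duplicate retest at 5 µM averaging 50% or more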;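 also: plate controls were cells with TRAIL plus DMSO for no effect and medium-only wells lacking cells for full effect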
Furin inhibitor: human furin inhibitors, primary screen, biochemical, fluorescence intensity; actives 0.061% (n = 220,000); P09958; inhibition, % at 30 µM; purified furin, fluorogenic substrate cleavage; in the data active = inhibition above about 25%; also: inactives centre near -15
Target sequence (P09958 108-714 limits assumed): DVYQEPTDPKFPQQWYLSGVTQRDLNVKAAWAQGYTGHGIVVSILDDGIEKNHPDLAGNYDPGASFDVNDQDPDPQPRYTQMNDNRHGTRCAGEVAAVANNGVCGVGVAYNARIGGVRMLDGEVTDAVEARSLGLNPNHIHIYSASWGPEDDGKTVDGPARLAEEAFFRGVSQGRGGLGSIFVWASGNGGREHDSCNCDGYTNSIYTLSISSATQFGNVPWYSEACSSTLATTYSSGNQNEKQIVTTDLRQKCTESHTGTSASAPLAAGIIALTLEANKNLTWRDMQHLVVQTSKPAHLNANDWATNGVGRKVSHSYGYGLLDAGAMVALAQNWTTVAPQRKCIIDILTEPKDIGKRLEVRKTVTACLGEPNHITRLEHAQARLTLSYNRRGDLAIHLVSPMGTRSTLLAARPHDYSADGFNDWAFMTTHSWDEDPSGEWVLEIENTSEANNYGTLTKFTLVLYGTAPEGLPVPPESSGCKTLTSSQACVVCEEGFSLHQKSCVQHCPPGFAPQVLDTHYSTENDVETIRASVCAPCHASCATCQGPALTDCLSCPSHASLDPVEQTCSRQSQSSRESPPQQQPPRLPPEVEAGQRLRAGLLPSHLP
Starred values were filed as active, the others as inactive; nt = not tested or not shown; [ ] = another dose, or the depositor's remark.

Order of results – TbHK1 inh | TRPML3 ag | zfTRPN1 agonist | EBV gp42 block | m-calpain inh | KCC2 mod | thrombin 1536 | PPC-1+TRAIL kill | Furin inhibitor
(1) CCC(=O)Nc1cccc(C2=NOC3(C2)C[C@@H](C(N)=O)N(C(=O)C2(C)CC2)C3)c1 (some centres undefined)
  -4 | nt | nt | -22 | 0 | 0.05 | 2 | 9 | -16
(2) O=C(CSc1cn(CCNC(=O)c2cccs2)c2ccccc12)NCc1ccccc1
  8 | -0.4 | 1.4 | 5 | 3 | -1.8 | 0 | 22 | -17
(3) O=C(c1c(Cl)nc2sccn12)N(C(=O)c1c(Cl)nc2sccn12)c1ccc(Cl)cn1
  -29 | -0.3 | -1.4 | -15 | -35 | -0.085 | 1 | 26 | -4[20 µM]
(4) O=C(CNC(=O)c1ccco1)OCc1cccc(Cl)c1
  0 | -0.4 | 0.6 | 11 | -45 | -0.29 | 0 | 3 | -30
(5) Cc1ccc2c(C(=O)CN3CCN(c4ccccc4)CC3)c(C)[nH]c2c1
  1 | 0.6 | 0.4 | -15 | 8 | nt | 4 | 3 | -11
(6) C=C(C)Cn1c(N(CCO)Cc2ccccc2)nc2c1c(=O)[nH]c(=O)n2C
  -2 | -0.2 | -0.3 | 1 | -39 | 0.012 | -1 | 16 | -17
(7) CC1CCc2c(c3ccccc3[nH]c2=O)O1 (centres undefined)
  -6 | 0.5 | -0.5 | -11 | 19 | -0.18 | -4 | -13 | -6[20 µM]
(8) Cc1cc(=O)n2nc(N3CCCC(C(=O)N4CCN(c5ccccc5)CC4)C3)sc2n1 (centres undefined)
  -3 | 0.4 | 1.6 | -6 | -10 | 0.29 | 1 | 1[5 µM] | -17
(9) Cc1ccc(N(C(C)C(=O)Nc2ccc(S(=O)(=O)N3CCOCC3)cc2)S(C)(=O)=O)cc1 (centres undefined)
  -4 | 0.2 | -1.6 | -17 | -17 | 0.53 | 5 | 5 | 7[20 µM]
(10) CCN1C(=O)CC2(C[N+]3(C)CCC2CC3)C1=O (centres undefined)
  7 | 0.2 | 1.2 | -12 | 7 | -1.1 | 5 | -4 | -15
(11) O=C(O)c1cccc(NS(=O)(=O)/C=C/c2ccccc2)c1
  -5 | 0.9 | -0.4 | 0 | -49 | 0.54 | -8 | 5 | -7[20 µM]
(12) CCOC(=O)N1CCC(N2CCN(S(=O)(=O)c3ccc(Cl)cc3)CC2)CC1
  -9 | 0.5 | -1.1 | -4 | -8 | nt | 4 | 20 | -26[20 µM]
(13) CC(C)(C)CN1C(N)=NC[C@H]1Cc1ccc(O)cc1
  -7 | nt | nt | -10 | 23 | 0.3 | -5 | 8 | -26
(14) N#CCc1cc2ccc3cccc4ccc(c1)c2c34
  -10 | -0.6 | 1.0 | -9 | -201 | 1.3 | -5 | 13 | -28
(15) CCN(CC)S(=O)(=O)c1cccc(-c2nn(-c3ccccc3)cc2/C=C(\C#N)C(=O)NCc2ccco2)c1
  -6 | 0.1 | 0.9 | -34 | -86 | -0.014 | -2 | 1 | -5
(16) Cc1ccc(CS(=O)(=O)CCC(=O)NCCN2CCCCC2C)cc1 (centres undefined)
  -14 | 0.2 | -0.3 | -5 | 11 | nt | 2 | 4 | -19
(17) CC(=O)Nc1ccc(S(=O)(=O)Oc2cccc(/C=N/N=C3/NC(=O)C(CC(=O)O)S3)c2)cc1 (centres undefined)
  -30 | 0.3 | 0.1 | 2 | -14 | -0.16 | -1 | 17 | -30
(18) O=C(/C=C/c1ccccc1)Nc1ccc(NC(=O)c2cccs2)cc1
  -17 | 0.4 | 2.1 | -16 | 9 | -0.72 | 1 | 8 | -10
(19) CCC(C)NC(=O)Nc1ccccc1F (centres undefined)
  42 | 1.7 | 0.9 | -10 | 2 | 0.13 | -1 | 15 | -17
(20) O=C(/C=C/c1ccccc1)NC(NC(=S)Nc1ccc(C(=O)O)cc1)C(Cl)(Cl)Cl (centres undefined)
  9 | 0.7 | 3.4 | 9 | -47 | 0.61 | -6 | 7 | -12
(21) Cc1ccc(N2CC(C(=O)N3CCc4ccccc4C3)CC2=O)cc1 (centres undefined)
  -5 | 0.3 | -1.0 | 6 | 19 | nt | -6 | 12 | -24
(22) Cc1ccc(C(=O)COC(=O)CCCC(=O)NC2CCCCC2)cc1[N+](=O)[O-]
  26 | -0.2 | -1.0 | 5 | 1 | 0.34 | -1 | 7 | 4
(23) O=C(Cn1c(=O)oc2ccccc21)NCCc1ccccc1Cl
  4 | 0.4 | -0.6 | 0 | 21 | -0.15 | -7 | 25 | -13
(24) COc1ccc(C(CNC(=O)c2ccc(S(=O)(=O)N(C)C)cc2)N2CCCCC2)cc1 (centres undefined)
  5 | -0.8 | -0.5 | -15 | -5 | -0.19 | -4 | 12 | -23
(25) CCO[C@@H]1OC(C(=O)N2CCN(C)CC2)=C[C@H](c2ccc(C(F)(F)F)cc2)[C@H]1CCCO
  -7 | 1.0 | 1.8 | -8 | 5 | 1.5 | 1 | -3 | -37
(26) O=C(CSc1nnc(CNC(=O)c2cccs2)o1)c1ccc(Cl)cc1
  -4 | 2.8 | 8.3 | -13 | 30 | -1.3 | -20 | 20 | -14[20 µM]
(27) CCOc1ccc(NC(=O)c2cccnc2SC)cc1
  1 | 0.1 | 0.2 | -12 | -17 | 0.077 | -23 | 39 | -23
(28) O=C(O)CSCC(=O)NC1CCCc2ccccc21 (centres undefined)
  -1 | 0.9 | 0.8 | -26 | 1 | 1.4 | -4 | 16 | -18
(29) Cc1c(C(=O)O)oc2ccc(S(=O)(=O)N3CC(C)CC(C)C3)cc12 (centres undefined)
  4 | 1.1 | 0.6 | -8 | 0 | -1.2 | -1 | 5 | -18
(30) Cc1cc(C(C)(C)C)cc(S(=O)(=O)Nc2ccc(O)c(C(=O)O)c2)c1C
  -2 | 0.8 | -0.2 | -8 | -65 | nt | -2 | 26 | -18[20 µM]

Four compounds out of the list, arranged by molecular weight, ascending:
Order of results – TbHK1 inh | TRPML3 ag | zfTRPN1 agonist | EBV gp42 block | m-calpain inh | KCC2 mod | thrombin 1536 | PPC-1+TRAIL kill | Furin inhibitor
(27) CCOc1ccc(NC(=O)c2cccnc2SC)cc1
  1 | 0.1 | 0.2 | -12 | -17 | 0.077 | -23 | 39 | -23
(18) O=C(/C=C/c1ccccc1)Nc1ccc(NC(=O)c2cccs2)cc1
  -17 | 0.4 | 2.1 | -16 | 9 | -0.72 | 1 | 8 | -10
(25) CCO[C@@H]1OC(C(=O)N2CCN(C)CC2)=C[C@H](c2ccc(C(F)(F)F)cc2)[C@H]1CCCO
  -7 | 1.0 | 1.8 | -8 | 5 | 1.5 | 1 | -3 | -37
(15) CCN(CC)S(=O)(=O)c1cccc(-c2nn(-c3ccccc3)cc2/C=C(\C#N)C(=O)NCc2ccco2)c1
  -6 | 0.1 | 0.9 | -34 | -86 | -0.014 | -2 | 1 | -5

Going on with the list:
Order of results – TbHK1 inh | TRPML3 ag | zfTRPN1 agonist | EBV gp42 block | m-calpain inh | KCC2 mod | thrombin 1536 | PPC-1+TRAIL kill | Furin inhibitor
(31) Cc1ccccc1NC(=O)c1ccc(Cl)c(NC(=O)c2cccnc2)c1
  2 | 1.0 | 2.8 | -14 | -12 | nt | -4 | 7 | -10
(32) COC(=O)C(C)NC(=O)COc1ccc2ccccc2c1 (centres undefined)
  -2 | 0.3 | 0.0 | -9 | 12 | -2.7 | -13 | -10 | -24
(33) CCC(C)N(C(=O)COC(=O)CCc1c[nH]c2ccccc12)C1CCS(=O)(=O)C1 (centres undefined)
  -1 | 0.3 | -0.8 | 2 | 31 | 0.006 | -20 | 4 | -10[20 µM]
(34) Cc1ccc(N(CCC(=O)Nc2nnc(C3CC3)s2)S(=O)(=O)c2ccccc2)cc1
  25 | 0.0 | 0.8 | -8 | 4 | -0.79 | 0 | -6 | -7
(35) Fc1ccc(-c2[nH]ncc2CN2CCN(c3ccc(F)cc3)CC2)cc1
  -7 | 1.1 | 2.8 | -6 | -16 | -0.15 | 4 | -9 | -13
(36) O=C1c2ccccc2C(=O)c2c([N+](=O)[O-])ccc(O)c21
  -1 | 0.7 | 1.6 | -16 | -7 | -1.8 | -5 | 4 | -19
(37) CCOc1ccc(OCC)c(S(=O)(=O)NC2CC(C)(C)NC(C)(C)C2)c1
  1 | 0.8 | -0.4 | -2 | -15 | -0.065 | -4 | 18 | -19
(38) CCCNC(=O)c1ccccc1NS(=O)(=O)c1ccc(OC)c(OC)c1
  3 | 0.9 | -1.1 | -13 | -27 | 0.31 | 1 | 11 | -19[20 µM]
(39) N#CC1=C(SCC(N)=O)NC(=O)CC1c1ccccc1Cl (centres undefined)
  -6 | 0.5 | 0.8 | -14 | 0 | -2.5 | 0 | 6 | 0
(40) Cc1nc2ccccn2c1C(=O)CSc1cccc(Cl)c1
  -7 | 2.4 | 1.7 | -9 | 6 | -0.026 | -2 | 15 | -13
(41) CN1/C(=C\C(=S)Nc2ccccc2)C(C)(C)c2ccccc21
  -4 | -0.3 | 1.3 | 0 | 28 | 0.085 | 12 | 1 | -7
(42) NC(=O)N/N=C/c1ccc(OCc2cccc(Cl)c2)cc1
  -5 | 0.5 | -0.4 | 0 | -14 | 0.8 | 2 | 21 | -18
(43) COc1cc(OC)c2ccc(=O)oc2c1C(CCN1CCN(c2ccccc2)CC1)c1ccc(N(C)C)cc1 (centres undefined)
  -19 | nt | nt | -20 | -7 | 1.4 | -2 | -10 | -28
(44) Cc1nn(C(C)C(=O)Nc2ccc3c(c2)OCO3)c(C)c1[N+](=O)[O-] (centres undefined)
  -4 | 0.7 | 0.2 | -10 | 23 | 0.64 | -1 | 16 | -28
(45) Cc1ccc(Nc2nc3ccccc3s2)c(C)c1
  2 | 4.7 | -2.1 | -3 | 9 | 0.61 | -1 | 37 | -21
(46) O=c1c(C(c2ccc(O)cc2)c2c(O)nc3n(c2=O)CCS3)c(O)nc2n1CCS2
  -26 | 0.0 | 1.3 | -25 | -57 | -0.36 | 3 | 21 | -13[20 µM]
(47) CCOC(=O)C(=CNc1ccccc1Cl)C(=O)OCC
  -23 | -1.5 | -1.4 | -7 | 8 | -1.5 | -2 | 8 | 0
(48) Cc1nc2ccc(NC(=O)CCS(=O)(=O)c3ccc(Cl)cc3)cc2s1
  0 | 2.0 | 4.3 | -4 | 19 | -0.58 | 1 | 26 | -12
(49) O=c1onc(-c2ccc(Cl)cc2Cl)n1-c1cccnc1
  -13 | 0.9 | -0.4 | -6 | -7 | -0.91 | -8 | 8 | -17
(50) Cc1cnc(-c2nnc(N(C)C(=O)C3CCCO3)s2)cn1 (centres undefined)
  -32 | -0.1 | 0.5 | -12 | -43 | -1.2 | -3 | 4 | -17
(51) CCc1ccc(-c2cc(C(=O)NCc3ccccn3)c3ccccc3n2)cc1
  -9 | -1.6 | -3.2 | -12 | -63 | -0.44 | -6 | 26 | -18
(52) Nc1nnc(-c2ccccc2[N+](=O)[O-])o1
  -8 | 1.1 | 1.4 | -2 | -28 | -1.8 | -3 | 24 | -30
